Growth percent in the NCI-60 one-dose screen (48 h, 10 µM unless noted): 100 = growth as untreated, 0 = no growth, -100 = all killed.
PC-3 – PC-3 prostate cancer cells | 3.9% of 80,000 active
SF-268 – SF-268 CNS cancer cells. 3.1% of 82,000 active
SNB-19 – SNB-19 CNS cancer cells | 2.5% of 81,000 active | AID 1794751
DU-145 – DU-145 prostate cancer; 4.2% of 81,000 active
OVCAR-8 – OVCAR-8 ovarian cancer; 4.4% of 81,000 active
SF-295 – SF-295 CNS cancer cells | 5.6% of 79,000 active
SF-539 – SF-539 CNS cancer; 6.8% of 81,000 active; AID 1794752
U251 – U251 CNS tumor cells | 5.4% of 80,000 active
Numbers without * were called inactive; · = not tested or not shown; & = joins results of further samples. How the source made its calls: active means growth percent below 10; inactive means the rest.

SMILES	PC-3	SF-268	SNB-19	DU-145	OVCAR-8	SF-295	SF-539	U251
CCC1CCc2nc3sc(C(=O)Nc4ccccc4C)c(N)c3cc2C1 (stereo unspecified)	26.8	49.9	54.1	22.7	57.3	15.3	23.9	42.0
Clc1ccc(NCc2nnc(-c3ccc(Cl)cc3)o2)cc1	78.3	90.2	100.4	99.8	106.2	106.1	97.5	87.0
COc1ccc(/C(C#N)=C/c2cccc(OC)c2OC)cc1	82.0	92.5	84.3	106.0	96.0	75.3	94.6	·
NC(=S)Nc1ccc(C(=O)O)cc1	94.9	108.9	97.3	115.9	110.5	108.7	115.7	98.0
COCCNC1=C(Cl)C(=O)c2ccccc2C1=O	117.3	95.6	102.5	53.9	89.5	75.1	135.6	91.3
CCCCOC(=S)Nc1ccc(S(=O)(=O)Nc2ccc(Cl)nn2)cc1	103.8	99.0	100.3	108.6	105.1	99.4	95.3	101.5
O=C(/C(=N/OCc1ccccc1)c1ccccc1)c1ccccc1	76.7	100.3	101.9	107.0	95.0	100.5	100.4	84.6
COc1ccc(NC(=O)[C@H](C)NC(=O)OC(C)(C)C)cc1C(=O)Nc1cccc(-c2cc(=O)c3c(OC)c(OC)c(OC)cc3o2)c1	-36.9*	34.9	16.9	23.0	-27.5*	-11.4*	-38.1*	-34.1*
CCN1CC2=C(Nc3nc(SC)[nH]c(=O)c3C2c2cc(OC)c(OC)c(OC)c2)/C(=C/c2cc(OC)c(OC)c(OC)c2)C1 (stereo unspecified)	92.2	109.8	91.6	112.0	94.0	100.4	104.1	83.8
C1CC2C(CCCC23OCCO3)C2(C1)OCCO2 (stereo unspecified)	102.8	107.9	110.3	118.0	107.8	91.7	100.1	106.5
Cn1c(=O)c2ncn(C)c2n(C)c1=O	100.5	107.7	105.9	115.1	107.7	108.1	103.3	102.2
CCCCCCCCCCCCCCCCCC(=O)NCO	98.3	97.2	106.5	106.3	102.8	105.4	109.1	100.0
Cc1cc(=O)oc2cc(OCCCOc3ccc(/C=C/C(=O)Nc4cccc([N+](=O)[O-])c4)cc3)ccc12	105.3	108.0	99.3	109.0	106.6	99.2	98.9	100.9
Nc1nnc(CSc2ccc(Cl)cc2)s1	96.4	93.0	102.1	113.6	97.8	96.7	95.6	91.9
Cc1ccc(C(=O)Nc2ccc(CN3CCN(C)CC3)c(C(F)(F)F)c2)cc1C#Cc1cnc(N)c2ccc(C#N)cc12	51.7	45.0	63.3	43.1	27.8	61.8	51.8	48.9
CCN1C(=S)N(c2ccccc2)C2C1NN=c1s/c(=C3\C(=O)N(C(C)C)c4ccccc43)c(=O)n12 (stereo unspecified)	79.3	95.8	81.9	58.0	54.1	98.9	10.4	64.6
CCCCCCCCCCC(CCc1ccccc1)CSCC(CCCCCCCCCC)CCc1ccccc1 (stereo unspecified)	101.1	101.3	·	102.2	103.6	106.6	102.6	105.6
O=Nc1c(-c2ccccc2)n(O)[n+]([O-])c1-c1ccccc1	93.0	104.5	104.8	114.2	95.6	105.8	100.5	99.3
O=C1Nc2ccccc2/C1=C/c1ccc(COCC2CO2)n1-c1ccc(O)cc1 (stereo unspecified)	100.8	98.7	97.7	110.6	100.8	108.6	96.8	99.4
O=C(c1c[nH]c2ccccc12)c1n[nH]c(=S)n1-c1ccc(Cl)cc1	99.7	95.5	94.1	106.1	97.8	97.0	109.2	106.7
Cc1cc(NC(=O)c2ccc(N)cc2)ccc1N=Nc1ccc2c(O)c(N=Nc3ccc(Cl)c(S(=O)(=O)O)c3)c(S(=O)(=O)O)cc2c1	92.0	89.9	104.9	110.8	70.2	·	87.3	68.7
CC1(C)Oc2cc3oc(=O)ccc3cc2C[C@@H]1OCCOS(=O)(=O)c1ccc([N+](=O)[O-])cc1	89.8	95.3	94.8	106.4	97.9	92.2	95.2	89.2
CC(C)Cc1nc(Nc2ccccc2)[nH]c(=O)c1C#N	38.0	63.3	54.8	70.8	64.4	58.7	50.7	55.8
O=C1c2nc3n(c2C(=O)c2nc4n(c21)CCCC4)CCOC3	110.1	103.1	98.8	117.3	·	76.8	108.5	·
CN1CCN(C)c2ccncc2C1=O	101.0	103.7	114.3	104.8	106.3	97.2	104.1	107.7
C=C(C)[C@@H]1CC[C@]2(C(=O)OC)CC[C@]3(C)[C@H](CC[C@@H]4[C@@]5(C)CC/C(=N\OC(C)=O)C(C)(C)[C@@H]5CC[C@]43C)[C@@H]12	68.8	91.7	90.3	101.3	94.7	79.0	94.7	88.1
COc1ccc2c(c1)/C(=C\c1sc(Nc3ccc(O)cc3)nc1O)C(C(=O)O)=N2	103.4	99.9	95.2	111.3	102.1	100.7	100.5	101.0
CCCCCCCCn1ccc2cc(NC(=O)CN3CCN(c4nc(C)cc(N5CCC(C)CC5)n4)CC3)ccc21	50.2	94.1	88.9	98.4	84.6	110.3	95.2	81.3
OCCCC1CCCCN1C(Cc1ccccc1)c1ccccc1 (stereo unspecified)	77.3	96.1	109.4	106.1	107.3	94.8	98.3	99.8
O=[N+]([O-])c1cccc([I+]c2ccccc2)c1	59.1	50.1	71.3	58.5	35.0	·	65.6	52.1
O=[N+]([O-])c1cc(Br)ccc1NS(=O)(=O)c1ccccc1	95.5&105.4	108.2&105.1	104.6&100.7	115.5&114.0	100.1&105.0	119.1&102.1	99.6&107.2	96.3&103.3
O=c1c2sc3ncc(Br)cc3c2nnn1-c1cccc(Cl)c1	94.8	78.7	85.9	101.3	·	·	98.7	88.1
N#C/C(=C/c1ccc(Cl)cc1)c1nc(-c2cc3cc(Br)ccc3o2)cs1	87.1	88.0	96.0	117.6	104.4	109.3	97.2	102.3
CC1S/C(=N\NC(=O)Cc2csc3nc(-c4ccc(Br)cc4)cn23)N(c2ccc(Cl)cc2)C1=O (stereo unspecified)	87.5	110.5	101.9	116.5	101.8	·	106.8	·
N#Cc1ccc(-c2cnc3nonc3n2)cc1	81.6	88.2	97.7	105.7	100.2	105.6	110.1	106.3
COc1ccc(-n2cc3c(c2-c2ccccc2)CCc2cnoc2-3)cc1	79.7	117.3	89.0	113.9	92.4	96.7	100.6	85.6
COc1ccc2nc(NC(=O)c3ccc(N(C)C)cc3)sc2c1	71.3	90.2	84.4	83.4	75.7	59.0	90.0	93.5
Cc1ncc(C[n+]2csc(CCO)c2C)c(N)n1	94.6	111.0	108.6	118.8	103.4	106.3	108.4	97.9
N#Cc1c(-c2ccco2)nc(SCC(O)CN2CCOCC2)[nH]c1=O (stereo unspecified)	100.3	133.8	109.2	127.2	110.4	109.2	122.4	110.7
O=C(Nc1ccccc1)Nc1ccc(Nc2ncnc3sc4c(c23)CCOC4)cc1	57.6	75.1	80.6	92.8	69.5	72.9	52.4	60.1
Clc1ccc(-c2nc3ccccc3s2)cc1	77.6&91.5	93.6	84.1&96.6	105.7	107.5&101.7	101.0&98.7	90.9&97.5	103.1&103.7
CCOC(=O)C(O)C(O)(c1ccccc1)c1ccccc1 (stereo unspecified)	96.8	95.4	113.6	·	108.3	95.6	94.5	97.3
CCOC(=O)C1=C(C)O/C(=C/C=C/c2ccccc2)C1=O	96.3	98.6	100.0	98.2	99.8	113.2	101.6	97.2
O=Cc1ccc(OCc2cn(CC(=O)Nc3nc4ccccc4s3)nn2)cc1	93.1	95.8	101.9	111.5	102.8	107.6	101.9	107.4
CC(C)CCCC(C)C1CCC2C3CC=C4OC(=O)CCC4(C)C3CCC12C (stereo unspecified)	72.1	94.4	108.9	109.2	92.5	89.8	98.5	94.0
CCOC(=O)c1cc(C(=O)c2cc(OC)c(OC)c(OC)c2)n2ccc3ccccc3c12	101.0	100.7	93.8	109.0	103.0	101.6	97.3	108.1
COc1cc(NC(=O)CCl)ccc(=O)c1	74.6	77.6	93.0	83.5	87.6	80.9	83.5	31.9
CS(=O)(=O)c1nccc(-c2c(-c3ccc(OCc4ccccc4)cc3)nc3sccn23)n1	98.0	113.0	93.6	99.7	106.7	103.3	96.0	95.9
CCC(=O)Oc1ccc(/C(=C(\C)c2ccccc2)c2ccc(OCCN3CCCCC3)cc2)cc1	72.8	80.3	85.0	91.5	81.6	86.5	62.2	68.4
CCOC(=O)c1cc(C(=O)OCC)n2c1ccc1c3ccccc3ccc12	96.8	104.0	94.7	114.3	103.7	91.8	92.4	105.5
CCOC(=O)c1c(C)nc(C)c(C(=O)OCC)c1-c1ccc(OC)cc1	100.9	97.6	99.5	105.2	96.7	119.6	91.8	94.1
CC1=CN2C(=NC3=C(CCCC/C3=C\c3ccc(Br)cc3)C2c2ccc(Br)cc2)S1 (stereo unspecified)	93.3	96.9	·	107.8	100.3	81.3	96.7	101.2
COc1ccc(-c2cc(-c3nnc(SCC(=O)Nc4ccc(Cl)cc4)n3-c3ccccc3)c3ccccc3n2)cc1	95.3	103.7	100.0	105.3	95.3	98.9	108.6	95.4
CCOP(=O)(OCC)O[C@H]1CCC(=O)[C@@H]2[C@H]1[C@H]1C[C@@H]3[C@@]4(C)CCCC(C)(C(=O)OC)[C@@H]4CC[C@@]23C=C1C(C)C (stereo partly specified)	23.5	76.4	68.1	83.1	55.5	69.1	71.7	42.1
C[n+]1c2ccccc2nc2ccccc21	7.7*	20.7	·	-59.4*	10.3	23.4	29.1	4.1*
O=C1C2=C(Nc3ccccc3SC2c2ccc(Br)cc2)c2ccccc21 (stereo unspecified)	93.9	101.4	99.7	98.6	80.8	141.3	122.6	96.3
CCc1ccc(CCC(=O)Nc2ncc(Cc3cc(Cl)ccc3Cl)s2)o1	23.8	60.9	21.0	18.5	19.2	6.8*	-6.7*	21.7
Cc1sccc1Br	96.6	110.9	94.0	113.8	98.8	·	86.1	98.7
N#CC1C=Cc2c(ccc3ccccc23)N1C(=O)c1ccccc1 (stereo unspecified)	32.6	27.2	43.3	-2.7*	25.7	-19.4*	-7.0*	24.0
CSC1=Nc2ccccc2N=C(N2CCCC2)C1	98.5	105.2	125.8	108.1	111.7	·	113.2	108.2

An excerpt from above in order of SMILES length, smallest number first:
SMILES	PC-3	SF-268	SNB-19	DU-145	OVCAR-8	SF-295	SF-539	U251
Cc1sccc1Br	96.6	110.9	94.0	113.8	98.8	·	86.1	98.7
C[n+]1c2ccccc2nc2ccccc21	7.7*	20.7	·	-59.4*	10.3	23.4	29.1	4.1*
CSC1=Nc2ccccc2N=C(N2CCCC2)C1	98.5	105.2	125.8	108.1	111.7	·	113.2	108.2
CCc1ccc(CCC(=O)Nc2ncc(Cc3cc(Cl)ccc3Cl)s2)o1	23.8	60.9	21.0	18.5	19.2	6.8*	-6.7*	21.7
CCOC(=O)c1c(C)nc(C)c(C(=O)OCC)c1-c1ccc(OC)cc1	100.9	97.6	99.5	105.2	96.7	119.6	91.8	94.1
CCOC(=O)c1cc(C(=O)c2cc(OC)c(OC)c(OC)c2)n2ccc3ccccc3c12	101.0	100.7	93.8	109.0	103.0	101.6	97.3	108.1
CS(=O)(=O)c1nccc(-c2c(-c3ccc(OCc4ccccc4)cc3)nc3sccn23)n1	98.0	113.0	93.6	99.7	106.7	103.3	96.0	95.9
COc1ccc(-c2cc(-c3nnc(SCC(=O)Nc4ccc(Cl)cc4)n3-c3ccccc3)c3ccccc3n2)cc1	95.3	103.7	100.0	105.3	95.3	98.9	108.6	95.4
CCOP(=O)(OCC)O[C@H]1CCC(=O)[C@@H]2[C@H]1[C@H]1C[C@@H]3[C@@]4(C)CCCC(C)(C(=O)OC)[C@@H]4CC[C@@]23C=C1C(C)C (stereo partly specified)	23.5	76.4	68.1	83.1	55.5	69.1	71.7	42.1

The list goes on.
SMILES	PC-3	SF-268	SNB-19	DU-145	OVCAR-8	SF-295	SF-539	U251
O=C(O)CN1C(=O)C(=Cc2cn(CC(=O)O)c3ccccc23)C(=O)N(CC(=O)O)C1=O	78.5	97.6	109.1	106.3	105.1	111.3	102.1	99.7
CC1=CCc2ccccc21	86.2	110.0	101.2	110.9	101.2	101.4	111.5	102.6
CCCCCCCCn1ccc2cc(NC(=O)Cn3cc(CN4CCCC4)nn3)ccc21	64.9	46.2	0.8*	66.9	·	-68.3*	78.9	-35.5*
NC1=NN(c2ccccc2)C2=NC(=O)NC(c3ccc(Cl)cc3)C12 (stereo unspecified)	84.9	88.6	87.9	90.9	95.8	93.2	98.9	90.4
CSc1nc(Nc2cccc(N)c2)c(C#N)c(-c2cccc([N+](=O)[O-])c2)n1	95.9	103.3	99.8	106.0	101.7	101.4	101.3	·
O=[N+]([O-])c1ccc(N=NNc2ccc(N=Nc3ccccc3)cc2)cc1	132.9	84.1	99.4	92.4	90.2	96.1	80.7	70.5
CCOC(=O)c1ccc(N=C2NC(=O)/C(=C/N(C)C)S2)cc1	101.6	95.2	98.6	103.3	100.8	105.4	93.2	98.5
CC(C)(C)n1cc(-c2ccnc(NCCCNS(=O)(=O)c3ccc(Cl)cc3)c2)c(-c2ccccc2)n1	47.3	96.2	88.7	88.4	86.1	73.9	62.3	67.9
CN(C)C(=O)c1ccc(N)cc1	93.4	106.5	96.2	110.3	99.1	109.0	99.8	97.7
O=C(CN1C(=O)c2ccccc2C1=O)c1ccccc1	86.4	94.1	·	105.7	104.4	108.1	144.4	101.2
COc1cc(/C=C2\CN(C)CC3=C2Nc2nc(SC)[nH]c(=O)c2C3c2cc(OC)c(OC)c(OC)c2)cc(OC)c1OC (stereo unspecified)	68.0	37.4	66.8	7.8*	1.1*	63.8	34.8	20.6
COc1ccc2c(c1)O/C(=C/c1ccc(O)c(OC)c1)C2=O	101.7	98.6	96.3	111.4	99.3	106.3	91.4	98.3
O=C(O)C(Cc1ccccc1)C(=O)O	94.0	110.2	106.1	113.2	109.0	98.1	102.3	108.1
O=c1nccc(Nc2ccccc2)[nH]1	92.9	90.9	98.4	110.0	105.5	97.0	101.6	110.9

Bioassay records as filed in PubChem BioAssay.
